Mito fusion act – blocks mitochondrial division or promotes mitochondrial fusion. S. cerevisiae fusion-defective mutant growth rescue, CellTiterGlo 48 h. Potency, µM (doses to about 46.1 µM), without a hit: top-dose growth rescue (activation), usual class: activators. 0.23% of 320,000 active. AID 485298;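 further: potency means the concentration at half of the fitted maximal effect; % of control where 0% means no effect; nearly all actives have a fitted effect of over 45% in size; temperature-sensitive fusion mutants such as fzo1-1 at 37 °C on non-fermentable ethanol glycerol medium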
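Growth-rescue viability read-out: after 48 h at the non-permissive 37C in glycerol/ethanol YPEG, yeast mitochondrial fusion mutants are measured by CellTiterGlo luminescence; compounds (23 nl pinned per well) restoring growth score as division inhibitors or fusion activators.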
Rab9 promoter act – activates the Rab9 promoter; 2.8% of 320,000 active; Huh7 Rab9 promoter-luciferase reporter, luminescence, 24 h; Potency, µM (titrated, usually from 9.22 µM), for the others: at the top dose activation, negative = inhibition, actives largely listed as activators; further: potency means the concentration at half of the fitted maximal effect; % of control where 0% means no effect; nearly all actives have a fitted effect of over 60% in size
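Measured in stably transfected Huh7 cells bearing a Rab9 promoter–luciferase construct: 24 h compound treatment at 37 °C, followed by luminescence detection.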
Gal4-VP16 FLuc – counter-screen for ROR gamma inhibitors: Gal4-VP16 reporter; Drosophila S2 Gal4-VP16 UAS-luciferase, luminescence, 20 h; Potency, µM (highest dose often 53.6 µM), without a hit: at the top dose activity, negative = inhibition, most hits filed as inhibitors; 3.5% of 310,000 active; AID 2546;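 further: Gal4-VP16 expression switched on by copper sulfate through the metallothionein promoter; potency means the concentration at half of the fitted maximal effect; on the % scale 0 is the no-effect control and ±100 the full control effect; nearly all actives have a fitted effect of over 50% in size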
RORgamma inh – ROR gamma (mouse) transcription inhibition; Potency, µM (highest dose often 53.6 µM), without a hit: at the highest dose activity change, negative = inhibition, usual class: inhibitors; AID 2551; P51450; Drosophila S2 Gal4-RORgamma UAS-luciferase reporter, 20 h; 5.4% of 310,000 active; further: potency means the concentration at half of the fitted maximal effect; on the % scale 0 is the no-effect control and ±100 the full control effect; nearly all actives have a fitted effect of over 60% in size
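Stable Schneider cell line, Gal4 DNA-binding domain fused to ROR gamma, UAS-luciferase. Cmpd 1 hr RT → CuSO4 700 uM final → 20 hr RT → luciferase reagent 10 min → luminescence.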
MBNL1 CUG block – MBNL1-poly(CUG) RNA binding inhibition; Q9NR56; TR-FRET MBNL1-His/biotin-(CUG)12 binding, 665/545 ratio; Potency, µM (top dose mostly 57.5 µM), inactives show at the highest dose activity change, negative = inhibition, usual class: inhibitors; 0.036% of 280,000 active; AID 2675; active means well fitted inhibition curve with a large enough effect in the signal ratio, with a control signal flat, not every such curve was filed as active; inconclusive means small, poorly fitted or top-dose-only effect, or effect the other way, or a change in a side signal; inactive means no such curve, though single readings can be large or run the other way; the % refers to the signal ratio; further: potency means the concentration at half of the fitted maximal effect; on the % scale 0 is the no-effect control and ±100 the full control effect
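TR-FRET readout: Ex 340 nm, 665/545 nm emission ratio, normalized to buffer-only (basal) and MBNL1-(CUG)12 controls. Complex of MBNL1-His with Biotin-(CUG)12, compounds 92 nM–58 uM, incubated 60 min at room temperature.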
PKM2 act – increases activity of human pyruvate kinase M2. P14618. purified PKM2, Kinase-Glo ATP luminescence, activation; response scale: 0% is enzyme alone, no compound. Potency, µM (top dose mostly 57.5 µM), for the others: top-dose activation, hits mostly activators. 0.34% of 260,000 active; further: potency means the concentration at half of the fitted maximal effect; on the % scale 0 is the no-effect control and ±100 the full control effect; nearly all actives have a fitted effect of over 55% in size
Target sequence (P14618 whole entry, looked up): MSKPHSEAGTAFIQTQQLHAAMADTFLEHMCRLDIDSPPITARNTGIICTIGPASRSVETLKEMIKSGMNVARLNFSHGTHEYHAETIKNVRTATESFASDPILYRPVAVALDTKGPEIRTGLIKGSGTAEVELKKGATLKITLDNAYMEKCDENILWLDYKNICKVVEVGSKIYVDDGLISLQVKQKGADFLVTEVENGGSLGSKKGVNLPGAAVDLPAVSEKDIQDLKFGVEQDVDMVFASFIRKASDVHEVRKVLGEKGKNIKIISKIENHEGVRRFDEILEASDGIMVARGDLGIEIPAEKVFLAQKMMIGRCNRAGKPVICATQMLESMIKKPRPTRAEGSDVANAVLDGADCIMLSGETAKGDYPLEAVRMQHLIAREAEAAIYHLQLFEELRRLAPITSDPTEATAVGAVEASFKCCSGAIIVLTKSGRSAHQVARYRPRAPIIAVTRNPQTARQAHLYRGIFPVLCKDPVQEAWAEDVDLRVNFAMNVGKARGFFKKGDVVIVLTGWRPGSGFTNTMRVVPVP
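Kinase-Glo luminescence reports ATP generated from ADP (0.1 mM) and PEP (0.5 mM) by purified hPK-M2 after 1 h at room temperature, pH 7.2 imidazole buffer; intermediate enzyme activity allows detecting inhibitors and activators.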
NPC1 promoter act – activators of NPC1 promoter | Huh7 NPC1 promoter luciferase reporter, 24 h | Potency, µM (series often up to 9.22 µM), for inactives: top-dose activation, most hits filed as activators | 2.4% of 320,000 active;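 further: potency means the concentration at half of the fitted maximal effect; % of control where 0% means no effect; nearly all actives have a fitted effect of over 60% in size; reporter is driven by a mutant NPC1 promoter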
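Huh7 cells stably carrying NPC1 promoter–luciferase, plated in Opti-MEM with 10% FBS for 2 h, were exposed to compound in DMSO for 24 h at 37 °C; luciferase reagent was added for 10 min and luminescence read.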
Menin MLL FP TR – menin-MLL binding inhibition, Texas Red mutant peptide | AID 1768 | Menin + Texas Red MLL mutant peptide, fluorescence polarization | 0.23% of 270,000 active | O00255 | Potency, µM (series often up to 61.6 µM), without a hit: at the highest dose FP activity change, negative = inhibition, usual class: inhibitors; active means well fitted inhibition curve with a large enough effect in the polarisation, with a control signal flat, not every such curve was filed as active; inconclusive means small, poorly fitted or top-dose-only effect, or effect the other way, or a change in a side signal; inactive means no such curve, though single readings can be large or run the other way; the % refers to the polarisation; further: potency means the concentration at half of the fitted maximal effect; % of control where 0% means no effect; many of its hits are not listed in these tables
ELG1 DNA repair – blocks ELG1-dependent DNA repair in HEK293T cells | 2.3% of 330,000 active | AID 504467 | Potency, µM (titrated, usually from 46.1 µM), for the others: top-dose activity change, negative = inhibition, hits mostly inhibitors | HEK293T ELG1-luciferase reporter, luminescence, 16 h; DNA damage induced by 5-fluorouridine; further: potency means the concentration at half of the fitted maximal effect; on the % scale 0 is the no-effect control and ±100 the full control effect; nearly all actives have a fitted effect of over 55% in size
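Reporter activity after DNA damage by 5-fluorouridine is monitored. Compound-treated cells incubate 16 hr at 37 °C, then ONE-Glo is added for 30 min before luminescence reading.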
FLuc counter – inhibits or activates purified firefly luciferase, miR-21 counter-screen; P08659; purified FLuc, Km substrates, luminescence inhibition; Potency, µM (series often up to 57.5 µM), without a hit: at the top dose activity change, negative = inhibition, actives largely listed as inhibitors; 6.9% of 360,000 active;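 further: potency means the concentration at half of the fitted maximal effect; plate controls were vehicle for no effect and reference inhibitor for full effect; nearly all actives have a fitted effect of over 55% in size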
Target sequence (P08659 whole entry, looked up): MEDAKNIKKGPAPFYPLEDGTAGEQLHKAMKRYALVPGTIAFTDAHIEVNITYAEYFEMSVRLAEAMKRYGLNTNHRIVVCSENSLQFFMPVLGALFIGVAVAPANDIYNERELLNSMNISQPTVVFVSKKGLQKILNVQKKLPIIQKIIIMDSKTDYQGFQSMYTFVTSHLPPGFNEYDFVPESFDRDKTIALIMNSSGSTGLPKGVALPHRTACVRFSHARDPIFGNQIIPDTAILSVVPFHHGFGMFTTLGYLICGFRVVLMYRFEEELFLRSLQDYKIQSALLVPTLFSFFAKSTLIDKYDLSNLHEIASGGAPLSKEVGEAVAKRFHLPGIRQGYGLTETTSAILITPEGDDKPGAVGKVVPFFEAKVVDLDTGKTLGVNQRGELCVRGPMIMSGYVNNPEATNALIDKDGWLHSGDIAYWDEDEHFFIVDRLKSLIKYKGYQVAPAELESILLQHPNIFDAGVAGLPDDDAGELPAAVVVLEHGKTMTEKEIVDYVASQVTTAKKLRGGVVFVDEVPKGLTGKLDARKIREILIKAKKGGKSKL
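Purified P. pyralis luciferase (10nM final) with 10uM D-luciferin and 10uM ATP (Km levels) in 50mM Tris acetate pH 7.5, 10mM Mg acetate, 0.01% Tween-20, 0.05% BSA; qHTS 6-point titration, ~60 µM downward; luminescence read.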
KCNH2 3.1 inh – inhibitors of human KCNH2 3.1 potassium channel isoform | U2OS KCNH2 3.1, thallium flux FluxOr; hits give low values | activity change, % (tested at about 1.8 µM) | 0.95% of 340,000 active | AID 720553;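 active means maximum activity change below -70%; inconclusive means maximum activity change from -70% to -50%; inactive means maximum activity change above -50%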;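 further: thallium influx rate constant from kinetic fluorescence after stimulation buffer; on the % scale 0 is the no-effect control and ±100 the full control effect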
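FluxOr-based Tl+ influx in U2OS cells transduced with KCNH2 3.1 virus; rate constants normalized to DMSO controls.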
* = called active by the depositor; ? = inconclusive; nt = not tested or not shown; [ ] = another dose, or the depositor's remark. Unless noted, the call rests on the fitted dose curve; in most records, active means well fitted curve in the direction sought with a large enough effect; inconclusive means small, poorly fitted or top-dose-only effect, or another doubt; inactive means no such curve, though single readings can be large; an effect the other way counts as inactive or inconclusive.

Compound	Mito fusion act	Rab9 promoter act	Gal4-VP16 FLuc	RORgamma inh	MBNL1 CUG block	PKM2 act	NPC1 promoter act	Menin MLL FP TR	ELG1 DNA repair	FLuc counter	KCNH2 3.1 inh
COC(=O)c1c(C)[nH]c(C=O)c1-c1ccccc1	9.9%	?	-11.4%	6.3%	nt	-5.7%	27.1%	nt	?	13.5µM*	5.1
O=C1CN(c2nc(-c3cccs3)nc3sc4c(c23)CCCC4)CCN1	2.9%	-44.5%[inhibitor]	10.4%	-12.4%	39.6%[activator]	4.5%	-37.2%[inhibitor]	0.4%	3.5%	6.01µM*	29.3
O=C(O)CCC1OC(=O)C(O)=C1c1ccccc1 (stereo not given)	10.6%	-1.5%	-8.3%	-5.0%	6.4%	-10.1%	2.7%	nt	12.0%	0.8%	-6.6
Cc1nnc(NC(=O)c2c(-c3ccccc3Cl)noc2C)s1	-0.9%	1.6%	-12.4%	?	-7.0%	0.5%	-7.8%	0.0%	1.7%	-0.1%	2.2
COc1ccc(C(=O)NNC(=O)C2CCCO2)cc1 (stereo not given)	-5.0%	-1.8%	2.5%	-3.8%	6.7%	-5.4%	1.4%	nt	15.5%	-1.5%	20.3
COc1ccc(-c2noc(CN3CCCC(OCc4ccccn4)C3)n2)cc1 (stereo not given)	-3.5%	8.7%	6.0%	19.3%	-9.0%	0.2%	-1.1%	nt	?	-17.1%	-1.2
O=C(Cc1ccccc1)Nc1cccc(NC(=O)c2cccs2)c1	4.5%	1.0%	1.3%	38.7%	-11.2%	-2.0%	1.5%	22.9%	?	?	19.0
C[C@H](NC(=O)c1nc[nH]c1C(=O)N1CCN(C(=O)OC(C)(C)C)CC1)C(=O)OCc1ccccc1	-1.4%	-5.2%	-3.3%	?	-9.4%	0.8%	-3.7%	-27.4%	-5.4%	-0.4%	7.4
O=C(COC(=O)CNC(=O)c1ccc(Br)cc1)Nc1nnc(-c2ccccc2)o1	5.4%	-4.0%	nt	nt	nt	nt	1.5%	nt	2.6%	?	0.3
OCCCNc1ncnc2scc(-c3ccc(Cl)cc3)c12	6.7%	-5.2%	7.2%	?	2.2%	nt	-1.3%	-20.9%	4.61µM*	1.9%	13.4
NC(=O)c1cc([N+](=O)[O-])ccc1NCc1ccccn1	-8.3%	0.0%	nt	nt	nt	nt	10.4%	nt	?	0.5%	9.2
O=C(CSc1ccsc1[N+](=O)[O-])N1CCN(c2ccccn2)CC1	11.2%	1.2%	27.0%	36.7%	?	-20.3%	0.1%	6.4%	4.8%	2.2%	9.2
COc1ccccc1C1CCN(Cc2ccc(Cl)c(Cl)c2)CC1	-20.7%	-2.1%	2.7%	4.0%	-8.8%	nt	0.6%	?	-10.9%	0.9%	-16.3
O=C(NCCN1CCOCC1)c1ccc2c(c1)N(Cc1cccc(F)c1)C(=O)c1ccccc1S2	-7.8%	-4.7%	0.1%	33.2%	36.6%[activator]	-0.9%	-3.2%	12.2%	?	1.3%	7.1
CC1CCCCC1NC(=O)NC(=O)COC(=O)c1ccc(OC(F)F)cc1 (stereo not given)	15.2%	0.6%	nt	nt	nt	nt	2.4%	nt	9.2%	0.7%	-21.8
Cc1ccc(OCCC(=O)OCC(=O)c2c(N)n(CC(C)C)c(=O)n(C)c2=O)cc1	-1.4%	-1.7%	nt	nt	nt	nt	-3.3%	nt	-9.5%	-12.0%	-45.6
Cc1ccc(NC(=O)COC(=O)c2c(-c3ccccc3)noc2C)cc1	-3.0%	-7.6%	nt	nt	nt	nt	-0.3%	nt	-28.4%	-1.0%	-6.8
Cc1cc(NC(=O)Cn2nc(C(=O)O)c3ccccc3c2=O)c([N+](=O)[O-])cc1C	-2.9%	5.5%	3.4%	4.8%	-1.9%	-2.9%	-0.5%	-1.0%	2.5%	-0.7%	0.1
CCCC(=O)c1ccc2c(c1)OCCO2	1.1%	18.6%	?	44.1%	-7.9%	-1.6%	11.0%	nt	?	?	12.1
CC(C)c1nc(SCC(=O)NC(=O)NC(C)(C)C)n[nH]1	-2.3%	-4.2%	3.5%	-0.4%	-2.9%	0.4%	-9.8%	nt	-0.2%	2.4%	-15.4
COc1ccc(/C=N/NC(=O)c2cc(=O)[nH]c3ccccc23)cc1OC	-3.7%	-8.5%	-9.8%	19.1%	2.4%	-1.5%	1.7%	?	-8.3%	0.3%	12.2
C[N+]1([O-])[C@@H]2Cc3cc4c(cc3[C@@H]1Cc1cc3c(cc12)OCO3)OCO4 (stereo not given in full)	2.4%	-0.4%	-0.6%	-15.8%	-10.4%	-0.7%	-2.6%	nt	6.4%	-1.4%	14.0
COc1cccc(NC(=O)Cn2c(CCC(=O)O)ccc2-c2ccc(Cl)cc2)c1	0.2%	1.4%	2.4%	30.3%	-1.8%	-2.0%	-0.9%	?	-5.9%	-19.5%	-22.3
COc1cccc(NC(=O)CN(C)C(=O)c2ccc(-c3cccc(C(F)(F)F)c3)o2)c1	12.6%	-3.1%	nt	nt	nt	nt	-4.9%	nt	-3.3%	2.4%	13.8
O=C(COc1ccc(Br)cc1)N(Cc1cccs1)C1CCS(=O)(=O)C1 (stereo not given)	9.6%	4.5%	-2.2%	-1.6%	1.3%	0.6%[0.46 µM]	0.1%	7.6%	?	-2.6%	2.3
O=C1CC(N2CCN(Cc3ccccc3)CC2)C(=O)N1CCc1ccccc1 (stereo not given)	-5.8%	2.5%	-7.8%	6.3%	-2.1%	1.1%	-0.2%	-8.8%	-16.4%	2.3%	6.7
CN(Cc1ccccc1)c1ccc(N2C(=O)CCC2=O)cc1[N+](=O)[O-]	-2.1%	-3.5%	?	?	?	9.6%	-3.5%	4.2%	11.1%	-12.7%	6.3
Cc1csc2ncc(C(=O)N3CCCc4ccccc43)c(=O)n12	-0.4%	-4.3%	4.0%	?	?	-0.1%	0.6%	-6.0%	2.9%	0.4%	9.6
CC1CCCN(C(=O)Cn2nnc(-c3ccc(S(C)(=O)=O)cc3)n2)C1 (stereo not given)	-3.3%	-0.3%	6.8%	-2.1%	-1.0%	0.0%	-4.8%	11.6%	-7.8%	2.4%	-0.2
COC(=O)CNC(=O)COC(=O)/C=C/c1ccc2ccccc2n1	5.1%	-1.8%	-7.6%	-10.2%	13.3%	-5.7%	1.1%	2.8%	-1.2%	?	-16.6

Following part
Compound	Mito fusion act	Rab9 promoter act	Gal4-VP16 FLuc	RORgamma inh	MBNL1 CUG block	PKM2 act	NPC1 promoter act	Menin MLL FP TR	ELG1 DNA repair	FLuc counter	KCNH2 3.1 inh
O=C(NC1CC2CCCC(C1)N2Cc1ccccc1)c1cccc(F)c1 (stereo not given)	2.7%	0.3%	0.9%	3.9%	1.0%	0.6%[11.5 µM]	-5.6%	3.4%	1.7%	-0.1%	-16.6
CSCCNC(=O)c1ccc(OC2CCN(S(=O)(=O)N(C)C)CC2)cc1	0.0%	-3.8%	17.1%	16.6%[1.91 µM]	2.4%	-1.6%	1.0%	0.5%	?	-2.6%	-4.6
CC[C@H](C)[C@H](NC(N)=O)C(=O)NCCc1ccc(OC)c(OC)c1	2.8%	-4.2%	-9.5%	-6.5%	-2.1%	0.2%	-3.2%	-7.5%	8.1%	0.7%	1.3
COc1ccccc1-c1csc(-n2ncc(C#N)c2N)n1	1.5%	-2.0%	-16.1%	-14.1%	2.7%	2.5%	-2.6%	29.4%	4.6%	-5.6%	nt
COc1ccc(CCNc2ncnc3c2[nH]c2cc(OC)c(OC)cc23)cc1OC	-3.2%	-3.3%	?	?	-2.4%	1.0%	3.0%	16.6%	?	?	-3.9
CC(=O)Nc1cc[n+](CC(=O)c2cccc([N+](=O)[O-])c2)cc1	-1.9%	1.8%	-2.2%	-6.8%	?	-10.5%	1.2%	19.5%	5.4%	-1.3%	3.6
CCCc1nc(SCC(=O)N2CCCc3ccccc32)c2c(=O)n(C)c(=O)n(C)c2n1	?	-7.5%	?	?	1.1%	0.2%	-1.3%	-28.6%	?	-1.8%	3.8

From PubChem BioAssay

Not all compounds are listed, so the mix of outcomes need not match the whole.
